Bioassay records from PubChem BioAssay.
DRD3 agonist = D3 dopamine receptor (human) agonism; max activation, %; D3R DiscoveRx beta-arrestin cells, luminescence, 90 min; actives 0.58% (n = 410,000); in the data active = max activation above about 30%; note: 0% is about no effect; mostly tested at two doses, the higher about 12 µM
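Agonist mode: compounds and dopamine controls were applied to plated cells for 90 min at 37 degrees C after an overnight attachment at 1500 cells/well. Luminescent read-out followed 30 - 60 minutes at room temperature with DiscoveRx detection reagent.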
D3 antag = D3 dopamine receptor (human) antagonism; D3R cells, DiscoveRx beta-arrestin luminescence, antagonist mode; hits give low values; max response, negative = inhibition, %; actives 2.5% (n = 360,000); in the data active = max response below about -50%; inconclusive = no clear call, values can overlap the other calls; note: % is set by controls: 0 for no effect and ±100 for the full control effect; mostly tested at two doses, the higher about 12 µM
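Cells expressing the human receptor were seeded at 1500 cells/well, incubated overnight at 37 degrees C in 5% CO2, then exposed to library compounds with dopamine controls for 90 minutes at 37 degrees C before luminescent detection.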
CCT modulator = modulators of cytosolic chaperonin (CCT/TRiC) activity; purified chaperonin ATPase assay, HTRF ADP detection, 30 min; activity change, % (no concentration beside the values), hits read low; actives 0.3% (n = 360,000); AID 651819; in the data active = activity change below about -30%; note: % is set by controls: 0 for no effect and ±100 for the full control effect
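We incubate TRiC, 40 or 20 nM final, with library compounds at 76 uM and 10 uM ATP for 30 min at 37 °C. ADP formed is detected with Transcreener HTRF reagents after 30 min at room temperature.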
MmCpn inh = inhibitors of Methanococcus maripaludis chaperonin (MmCpn). purified Mm-Cpn ATPase, ADP Transcreener TR-FRET. Potency, µM (series often up to 76.9 µM), inactives show at the highest dose activity, negative = inhibition, most hits filed as inhibitors. AID 504842. actives 0.031% (n = 330,000); note: potency is the fitted concentration of half-maximal effect; % is set by controls: 0 for no effect and ±100 for the full control effect; nearly all actives have a fitted effect of over 80% in size
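Eu-cryptate anti-ADP/ADP-d2 competition gives a ratio inversely related to ADP. Enzyme at 25 nM was pre-exposed to compound for 10 min, then given 10 uM ATP for 30 min, 37°C throughout.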
Akt phos inh = Akt phosphorylation inhibition. Neuro2A IGF-stimulated pAkt S473 HTRF, 20 min; hits give low values. activity change, % for hits at 50 µM. actives 0.32% (n = 360,000); in the data active = activity change below about -80%; inconclusive = mostly about -51% to -80%; note: % is set by controls: 0 for no effect and ±100 for the full control effect
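Single-point screen (50 µM final compound) in Neuro2A cells stimulated 20 min with 6 nM IGF at 37 deg C. After lysis, Ser473-phosphorylated Akt read by HTRF (ex 330 nm, em 615/665 nm) as the 665/615 ratio.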
EPAC2 agonist = EPAC2 (human) agonism | Q8WZA2 | EPAC2 activation, biochemical qHTS; response scale: 100% = 6.5 mM cAMP response | Potency, µM (series often up to 154 µM), inactives show top-dose activation, actives largely listed as activators | actives 0.079% (n = 360,000); note: potency is the fitted concentration of half-maximal effect; nearly all actives have a fitted effect of over 50% in size
Target sequence (Q8WZA2 whole entry, looked up): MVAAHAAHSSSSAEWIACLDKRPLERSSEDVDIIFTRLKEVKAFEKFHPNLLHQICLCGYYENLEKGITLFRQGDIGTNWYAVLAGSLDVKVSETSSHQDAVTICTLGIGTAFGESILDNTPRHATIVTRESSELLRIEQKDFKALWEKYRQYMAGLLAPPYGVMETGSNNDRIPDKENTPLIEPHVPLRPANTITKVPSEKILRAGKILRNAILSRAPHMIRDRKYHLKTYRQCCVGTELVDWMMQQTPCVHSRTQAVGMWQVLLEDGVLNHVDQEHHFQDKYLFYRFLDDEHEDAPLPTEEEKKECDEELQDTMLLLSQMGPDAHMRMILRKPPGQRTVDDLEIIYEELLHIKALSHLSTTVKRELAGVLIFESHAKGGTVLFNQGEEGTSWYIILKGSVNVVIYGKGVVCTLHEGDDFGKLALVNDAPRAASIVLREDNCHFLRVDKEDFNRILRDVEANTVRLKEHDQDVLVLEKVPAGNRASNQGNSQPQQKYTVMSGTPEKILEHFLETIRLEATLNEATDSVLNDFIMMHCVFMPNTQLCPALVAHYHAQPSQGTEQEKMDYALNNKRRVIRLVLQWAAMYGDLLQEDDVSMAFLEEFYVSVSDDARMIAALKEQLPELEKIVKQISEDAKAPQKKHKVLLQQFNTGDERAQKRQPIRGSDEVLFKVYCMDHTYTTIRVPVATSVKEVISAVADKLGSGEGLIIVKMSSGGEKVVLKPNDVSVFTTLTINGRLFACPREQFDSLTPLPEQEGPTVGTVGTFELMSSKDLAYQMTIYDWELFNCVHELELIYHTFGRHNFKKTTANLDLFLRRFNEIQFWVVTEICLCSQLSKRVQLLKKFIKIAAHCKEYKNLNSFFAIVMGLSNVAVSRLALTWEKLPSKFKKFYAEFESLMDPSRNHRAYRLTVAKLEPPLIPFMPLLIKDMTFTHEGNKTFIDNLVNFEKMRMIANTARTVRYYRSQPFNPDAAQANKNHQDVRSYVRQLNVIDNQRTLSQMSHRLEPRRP
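Exchange assay: 100 nM EPAC2 with 250 nM Rap1B-BODIPY-GDP and 50 uM GDP. Fluorescence (ex 480/em 540 nm) read every 5 min for 30 min at room temperature. Data normalized to 6.5 mM cAMP as agonist control.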
EPAC2 antag = EPAC2 (human) antagonism. Q8WZA2. EPAC2 GEF exchange of Rap1B-BODIPY-GDP, fluorescence. Potency, µM (highest dose often 114 µM), for the others: at the top dose activity, negative = inhibition, usual class: inhibitors. actives 0.18% (n = 360,000). AID 720708; note: potency is the fitted concentration of half-maximal effect; % is set by controls: 0 for no effect and ±100 for the full control effect; nearly all actives have a fitted effect of over 45% in size; many of its hits are not listed in these tables
PTHR1 ag = PTHR1 (human) receptor agonism; Q03431; HEK293 GP2 PTHR1 cells, GloSensor cAMP luminescence, 1 h; Potency, µM (series often up to 115 µM), for the others: at the highest dose activation, most hits filed as activators; actives 0.075% (n = 410,000); AID 743266; note: potency is the fitted concentration of half-maximal effect; nearly all actives have a fitted effect of over 55% in size; some results filed as inactive show a strong effect at the top dose; inactives centre near -15; many of its hits are not listed in these tables
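HEK-293-derived GP2 cells expressing PTHR1 and a GloSensor cAMP reporter, 3,000/well, plated overnight, given luciferin plus IBMX (each 0.5 mM as added) for 1 h at 37 °C, then compound for 1 h at 37 °C. Luminescence was read after 15 min at room temperature.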
Starred values were filed as active, the others as inactive; i = inactive; u = inconclusive; x = no result given; [ ] = dose if it differs, or a comment. Unless noted, calls come from the whole dose curve; as a rule, active = well fitted curve in the direction sought with a large enough effect; inconclusive = small, poorly fitted or top-dose-only effect, or another doubt; inactive = no such curve, though single readings can be large; an effect the other way counts as inactive or inconclusive. Only part of the results is shown; the hit share may differ from the screen's.

SMILES	DRD3 agonist	D3 antag	CCT modulator	MmCpn inh	Akt phos inh	EPAC2 agonist	EPAC2 antag	PTHR1 ag
CCOCCCNC(=O)C(NC(=O)Cc1c[nH]c2ccccc12)c1ccc(OC)cc1 (stereo not given)	-7	-6	-2.0	2%	i	6%	-1%	u
O=C(N/N=C/c1ccc(O)cc1)c1csc2ccccc12	-2	-11	-0.9	2%	-107%*	10%	-24%	-15%
Cc1ccc(-n2nc3c(=O)n(CCCC(=O)NCc4ccc(Cl)cc4)nc(C)c3c2C)cc1	3	-3	-2.8	2%	x	-4%	-13%	-40%[inhibitor]
CC1(Oc2cccc(F)c2)CCN(Cc2ccc(-c3ccccn3)cc2)C1 (stereo not given)	-27	-67*	-1.6	x	i	21%	-7%	-24%
COC(=O)Cn1c(=NC(=O)c2cccc(OC)c2)sc2cc(OC)ccc21	-1	38	0.3	-3%	i	12%	3%	i
CCN(CC)CCN1C(=O)c2oc3ccccc3c(=O)c2C1c1ccccc1 (stereo not given)	-1	3	-5.6	0%	x	1%	3%	-10%[57.5 µM]
CCC(C)(C)NC(=O)C(c1ccc(F)cc1)N(Cc1cccs1)C(=O)c1cnccn1 (stereo not given)	-2	7	0.7	2%	i	10%	1%	0%
COc1ccc(-n2cc(CNCCCN3CCCC3=O)c(-c3ccccc3Cl)n2)cc1	-13	-13	-1.3	3%	i	8%	-4%	-1%
O=C(NC(=O)N1CCN(c2ccc([N+](=O)[O-])cn2)CC1)c1c(Cl)cccc1Cl	-5	-5	-1.8	1%	i	-10%	3%	i
Cc1ccc(Cn2c(C)c3cnn(CC(=O)NCc4ccccn4)c(=O)c3c2C)cc1	-5	u	0.8	0%	i	-5%	-8%	-12%
CCCNS(=O)(=O)c1ccc(CCC(=O)N2CCC(C)CC2)cc1	1	16	1.6	-6%	i	13%	-2%	i
COc1ccc(NS(=O)(=O)c2cc(NC(=O)c3ccco3)ccc2N2CCCCC2)cc1	-10	u	-0.7	-2%	i	5%	-12%	i
O=C(CSC1=NCCS1)Nc1ccnc2ccccc12	-3	-15	0.4	1%	i	2%	12%	-30%
COc1cc(/C=C2\C(=N)N3N=CSC3=NC2=O)cc(Br)c1OC(=O)c1ccco1	4	7	3.1	-1%	i	0%	-12%[57.1 µM]	-18%
O=C1CSC(c2ccccc2)N1c1nc(-c2ccc(Cl)cc2Cl)cs1 (stereo not given)	-5	-8	1.7	1%	i	10%	20%	-16%
COc1ccc(S(=O)(=O)N(C)CC(=O)NCc2ccco2)cc1Cl	0	0	1.4	0%	i	4%	0%	-7%
CSc1ccc(Cl)c(C(=O)Nc2ccc(N3CCOCC3)cc2)c1	-5	-20	-3.2	0%	i	7%	-5%	-16%
c1ccc2c(c1)oc1c(NCCCn3ccnc3)ncnc12	5	23	-3.3	0%	i	3%	6%	-6%[57.5 µM]
c1ccc(NN(Cc2ccncc2)c2ccccc2)cc1	1	19	-5.5	x	i	15%	-25%	-4%
CCn1c(CNc2ccc(F)cc2)nnc1SCC#N	2	12	-3.0	-4%	i	10%	0%	-19%
NC(=O)c1ccccc1-c1nc(-c2ccccc2)no1	0	1	-1.2	-6%	i	-3%	6%	-4%[57.5 µM]
Cc1cccc(C)c1NC1=NC(=S)N(c2ccccc2)C12CCOC(C)(C)C2 (stereo not given)	5	-25	-0.6	0%	x	2%[15.6 µM]	2%	-2%[57.5 µM]
CCN(C(=O)COC(=O)CCOc1cccc(C)c1)c1c(N)n(Cc2ccccc2)c(=O)[nH]c1=O	-11	-11	0.9	-1%	i	-5%	3%	i
O=C(CCC1CCCC1)N1CCN(S(=O)(=O)Cc2ccccc2)CC1	7	20	0.1	1%	i	1%	6%	-8%[57.5 µM]
COc1ccc(OCc2nnc(SCC(=O)NCC3CCCO3)n2N)cc1 (stereo not given)	3	-18	0.8	1%	i	-3%	-1%	i
COc1ccc(/C=N/NS(=O)(=O)c2ccc(C)cc2)cc1OC(=O)c1ccc(C)cc1	-1	-22	0.7	1%	i	0%	-13%	i
O=C(COC(=O)c1cccc([N+](=O)[O-])c1)NCC1CCCO1 (stereo not given)	3	1	1.3	1%	i	2%	5%	i
CCC(C(=O)OCC(=O)N1C(C)CCCC1C)c1ccccc1 (stereo not given)	5	-7	-1.0	-6%	i	-4%	0%	i
CC(O)CNc1nc2c(c(=O)n(C)c(=O)n2C)n1Cc1cccc(Br)c1 (stereo not given)	-13	15	-0.3	0%	i	7%	-2%	-7%[57.5 µM]
CSCCC(NS(=O)(=O)c1ccc(Cl)cc1)C(=O)OCc1c(Cl)cccc1Cl (stereo not given)	-7	17	-1.2	0%	i	21%	-18%	-36%[inhibitor]
CCN(CC(=O)Nc1c(F)cccc1F)C(=O)C1CCN(C(=O)Nc2ccccc2)CC1	1	12	-1.8	0%	i	0%	10%	i
C=CCN(c1ccccc1OC)S(=O)(=O)c1cccc(C(=O)NCc2ccco2)c1	4	9	-2.1	2%	i	1%	-2%	-26%
Cc1nn(-c2ccc(F)cc2)c(Cl)c1/C=C(/CCC(=O)O)c1nc2ccccc2s1	1	5	0.5	x	i	7%	0%	i
CN1CCN(C(=O)/C(=C/c2ccc([N+](=O)[O-])cc2)NC(=O)c2ccccc2)CC1	-1	-7	1.1	1%	i	0%	5%	-20%
CCC(=O)Nc1cc(C(=O)O)ccc1S(=O)(=O)c1ccc(C)cc1	-6	-1	-3.4	1%	i	13%	-1%	i
COC(=O)N/N=C(\C)c1ccccc1OC(F)F	0	1	-2.9	0%	i	-3%	8%	i
O=C(Cn1cnc2scc(-c3ccc(Br)cc3)c2c1=O)N1CCOCC1	-7	6	-2.0	0%	i	10%	-1%	-14%
Cc1cccc(Nc2ccc(C(=O)O)cc2[N+](=O)[O-])c1C	-5	-9	-15	1%	i	-4%	-14%	-16%
O=C(NCCCN1CCOCC1)c1cc(-c2ccccc2)on1	-25	u	-3.5	1%	x	12%	-1%	u
CCOc1cc(C(=S)N2CCOCC2)ccc1OC(=O)c1ccccc1	4	-6	-1.7	2%	i	9%	-18%	-23%
COc1cc(/C=N/NC(=O)C(=O)NCc2ccco2)cc(Br)c1O	5	1	-1.2	-2%	i	-2%	3%	i
Cc1ccn2c(=O)c(NC(=O)c3cccc4ccccc34)c(C)nc2c1	-1	2	0.8	-6%	i	7%	16%	i
CN1CCN(S(=O)(=O)c2ccc(NC(=O)COc3ccccc3Cl)cc2)CC1	-7	4	1.6	4%	i	-2%	14%	-6%
COc1cc(C(=O)NC(=S)NCc2ccncc2)cc(OC)c1OC	-9	0	0.6	x	i	3%	11%	i
COc1ccc(OC)c(-c2csc(N(C)C(=O)Cc3ccccc3)n2)c1	-8	-9	-2.8	-3%	i	28%	-5%	-13%

7 records drawn at random from the list so far:
SMILES	DRD3 agonist	D3 antag	CCT modulator	MmCpn inh	Akt phos inh	EPAC2 agonist	EPAC2 antag	PTHR1 ag
Cc1cccc(Nc2ccc(C(=O)O)cc2[N+](=O)[O-])c1C	-5	-9	-15	1%	i	-4%	-14%	-16%
COC(=O)N/N=C(\C)c1ccccc1OC(F)F	0	1	-2.9	0%	i	-3%	8%	i
COc1ccc(OC)c(-c2csc(N(C)C(=O)Cc3ccccc3)n2)c1	-8	-9	-2.8	-3%	i	28%	-5%	-13%
CCC(=O)Nc1cc(C(=O)O)ccc1S(=O)(=O)c1ccc(C)cc1	-6	-1	-3.4	1%	i	13%	-1%	i
O=C(NCCCN1CCOCC1)c1cc(-c2ccccc2)on1	-25	u	-3.5	1%	x	12%	-1%	u
O=C(Cn1cnc2scc(-c3ccc(Br)cc3)c2c1=O)N1CCOCC1	-7	6	-2.0	0%	i	10%	-1%	-14%
COc1cc(C(=O)NC(=S)NCc2ccncc2)cc(OC)c1OC	-9	0	0.6	x	i	3%	11%	i

(continued)
SMILES	DRD3 agonist	D3 antag	CCT modulator	MmCpn inh	Akt phos inh	EPAC2 agonist	EPAC2 antag	PTHR1 ag
Cc1ccc(NC(=O)COC(=O)Cn2cnc3ccccc32)cc1S(=O)(=O)N(C)C	2	0	-1.3	2%	i	-3%	10%	i
Cc1cc(C(=O)COC(=O)c2cccs2)c(C)n1-c1c(C)n(C)n(-c2ccccc2)c1=O	-3	5	1.3	0%	i	10%	3%	i
CN(C)CCNc1c2c(c(C#N)c3nc4ccccc4n13)CCCC2	2	4	1.6	1%	i	-5%	10%	i
CCN(CC)CCN(C(=O)c1ccc2c(c1)OCCO2)c1nc2cc(C)cc(C)c2s1	-31	u	2.1	1%	i	14%	-20%	-27%
Cc1ccc(S(=O)(=O)Nc2ccccc2C(O)c2ccccc2)cc1 (stereo not given)	-21	-8	-0.8	-1%	i	27%	-12%	-16%
COC(=O)c1cc(Br)c(=O)n(CCc2ccc(F)cc2)c1	-1	0	0.2	1%	i	0%	28µM*	-6%
N#CCCCC1(CCCC#N)OCCO1	7	0	0.1	x	i	9%	2%	i
O=S(=O)(c1ccccc1)c1nc(-c2ccccc2)oc1N1CCCC1	13	7	-2.0	-9%	i	10%	-3%	i
CCOC(=O)c1c(NC(=O)CSc2cccc[n+]2[O-])sc(C(=O)Nc2ccccc2)c1C	-2	4	0.6	-11%	i	-6%	11%	-6%
CC(=O)c1cn(-c2ccc(Cl)cc2)c(=O)n(Cc2ccc(F)cc2)c1=O	-9	-13	-18	-1%	i	-6%	25%	-15%
O=C(NCc1ccccc1)C(c1ccco1)N(C(=O)c1csnn1)c1ccccc1 (stereo not given)	0	-5	-0.7	-7%	i	7%	-6%	i

Some of the entries so far, with each value named:
> O=C(NCc1ccccc1)C(c1ccco1)N(C(=O)c1csnn1)c1ccccc1 (stereo not given)
  DRD3 agonist = 0; D3 antag = -5; CCT modulator = -0.7; MmCpn inh = -7%; Akt phos inh = i; EPAC2 agonist = 7%; EPAC2 antag = -6%; PTHR1 ag = i
> Cc1ccc(NC(=O)COC(=O)Cn2cnc3ccccc32)cc1S(=O)(=O)N(C)C
  DRD3 agonist = 2; D3 antag = 0; CCT modulator = -1.3; MmCpn inh = 2%; Akt phos inh = i; EPAC2 agonist = -3%; EPAC2 antag = 10%; PTHR1 ag = i
